Compound activity (PubChem)
KCNH2 WT inh – qHTS for Inhibitors of KCHN2 3.1: Wildtype qHTS | activity change, % at 1.84 µM | AID 720551, 2013 | U2OS, BacMam KCNH2, thallium flux FluxOr; active compounds read low | 340,000 tested, 0.37% active | Voltage-gated inwardly rectifying potassium channel KCNH2 (Homo sapiens), Q12809;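 active = maximum activity change below -70%; inconclusive = maximum activity change between -70% and -50%; inactive = maximum activity change above -50%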; note: % is set by controls: 0 for no effect and ±100 for the full control effect
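U2OS cells transduced with wild-type KCNH2 virus are loaded with FluxOr dye for 45 min, and thallium flux is measured in kinetic reads before and after stimulation buffer. Rate constants are normalized to DMSO controls.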
Chronic BCR inh – qHTS Assay to Find Inhibitors of Chronic Active B-Cell Receptor Signaling | ABC-DLBCL IkBa-CBG/CBR reporter, luminescence ratio, 4 h | Potency, µM (doses to about 46.1 µM), for inactives: top-dose ratio change, negative = lower green/red ratio, most hits filed as inhibitors | AID 493014, 2011 | 340,000 tested, 0.05% active; active = well fitted inhibition curve with a large enough effect in the signal ratio, with a control signal flat, not every such curve was filed as active; inconclusive = small, poorly fitted or top-dose-only effect, or effect the other way, or a change in a side signal; the % refers to the signal ratio;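 note: potency is the fitted concentration of half-maximal effect; plate controls were basal doxycycline-induced cells for no effect and cells given 10 µM MG132 for full effect; MG132 reads +100%, hits lower the ratio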
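Cell line TMD8 (human ABC DLBCL), stably expressing tet-inducible CBG68-IkBa fusion and CBR; IMDM/0.5% FBS; cpd up to 46 uM; dox induction, 4 h, 37C/5% CO2; dual luminescence; green/red ratio; MG132 control.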
Eya2 inh – qHTS Assay for Inhibitors of the Phosphatase Activity of Eya2. recombinant Eya2, OMFP fluorescence dephosphorylation (OMFP is methylfluorescein phosphate). Potency, µM (top dose mostly 76.9 µM), for the others: top-dose activity, negative = inhibition, hits mostly inhibitors. 330,000 tested, 0.006% active; note: potency is the fitted concentration of half-maximal effect; % is set by controls: 0 for no effect and ±100 for the full control effect
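Eya2 protein (added as 0.2 uM solution) was preincubated with compound for 10 min at ambient temperature in 50 mM HEPES pH 7.5, 50 mM NaCl, 5 uM MgCl2, 0.05% BSA, 1 mM DTT. OMFP (added at 50 uM) then reacted 10 min; fluorescence read at 485/525 nm.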
GALK inhibitor – qHTS Assay for Inhibitors of Human Galactokinase (GALK); Purified GALK, Kinase-Glo residual ATP luminescence; Potency, µM (series often up to 57.5 µM), inactives show at the highest dose activity change, negative = inhibition, hits mostly inhibitors; 270,000 tested, 0.007% active; note: potency is the fitted concentration of half-maximal effect; % is set by controls: 0 for no effect and ±100 for the full control effect
Target sequence (P51570 whole entry, looked up): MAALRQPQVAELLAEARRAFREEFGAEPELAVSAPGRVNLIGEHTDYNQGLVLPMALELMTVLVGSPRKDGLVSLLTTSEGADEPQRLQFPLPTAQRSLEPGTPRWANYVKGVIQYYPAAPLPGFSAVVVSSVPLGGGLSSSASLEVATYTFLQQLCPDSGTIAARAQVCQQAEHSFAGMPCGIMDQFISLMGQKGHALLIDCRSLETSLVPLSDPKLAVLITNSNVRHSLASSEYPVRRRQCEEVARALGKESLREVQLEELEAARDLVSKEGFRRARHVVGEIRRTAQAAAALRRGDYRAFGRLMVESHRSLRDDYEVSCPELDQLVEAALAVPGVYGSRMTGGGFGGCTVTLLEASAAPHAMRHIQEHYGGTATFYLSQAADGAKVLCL
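ATP-depletion format; final 35 uM ATP, 100 uM D-galactose, 5 nM enzyme; pH 8.0 HEPES/Mg2+ buffer; 60 min RT; luminescence read 10 min after detection reagent.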
MBNL1 CUG block – qHTS Assay for Inhibitors of MBNL1-poly(CUG) RNA binding | Muscleblind-like protein 1 (Homo sapiens), Q9NR56 | TR-FRET MBNL1-His/biotin-(CUG)12 binding, 665/545 ratio | Potency, µM (doses to about 57.5 µM), for inactives: at the highest dose activity change, negative = inhibition, hits mostly inhibitors | 280,000 tested, 0.036% active | AID 2675, 2010; active = well fitted inhibition curve with a large enough effect in the signal ratio, with a control signal flat, not every such curve was filed as active; inconclusive = small, poorly fitted or top-dose-only effect, or effect the other way, or a change in a side signal; inactive = no such curve, though single readings can be large or run the other way; the % refers to the signal ratio; note: potency is the fitted concentration of half-maximal effect; % is set by controls: 0 for no effect and ±100 for the full control effect
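MBNL1-His + Biotin-(CUG)12, cpd titration 92 nM–58 uM; Tb anti-His Ab 0.055 ng/ul, SA-XL665 5 nM (final); 60 min RT; ratiometric 665/545 nm, Ex 340 nm; normalized to buffer and full-complex controls.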
S-ASM inh – Inhibitors of Secretory Acid Sphingomyelinase (S-ASM): qHTS | Sphingomyelin phosphodiesterase (Homo sapiens), P17405 | AID 504937, 2011 | placental ASM, HMU-PC fluorogenic substrate, 60 min | 340,000 tested, 0.006% active | Potency, µM (titrated, usually from 57.5 µM), for inactives: at the highest dose activity change, negative = inhibition, most hits filed as inhibitors; note: potency is the fitted concentration of half-maximal effect
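Steps: dispense placental human ASM, pin compound, wait 10 min at room temperature, add HMU-PC0 substrate at 9 uM final, incubate 60 min at 37 °C, add stop solution raising pH to 10, read fluorescence.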
Mito fusion act – qHTS Assay for Small Molecule Inhibitors of Mitochondrial Division or Activators of Mitochondrial Fusion; S. cerevisiae fusion-defective mutant growth rescue, CellTiterGlo 48 h; Potency, µM (top dose mostly 46.1 µM), without a hit: at the top dose growth rescue (activation), hits mostly activators; 320,000 tested, 0.23% active; AID 485298, 2010;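 note: potency is the fitted concentration of half-maximal effect; % of control where 0% means no effect; nearly all actives have a fitted effect of over 45% in size; temperature-sensitive fusion mutants such as fzo1-1 at 37 °C on non-fermentable ethanol glycerol medium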
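S. cerevisiae fusion-defective temperature-sensitive mutants (e.g. fzo1-1, mgm1-5) grown 48 h at 37C in YPEG (ethanol/glycerol non-fermentable) medium with 23 nl compound per well; growth rescue read as CellTiterGlo luminescence.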
Menin MLL FP TR – qHTS Assay for Inhibitors Targeting the Menin-MLL Interaction in MLL Related Leukemias: Competition With Texas Red Labeled MLL-derived Mutant Peptide. O00255. 270,000 tested, 0.23% active. Potency, µM (doses to about 61.6 µM), for the others: at the highest dose FP activity change, negative = inhibition, actives largely listed as inhibitors. Menin + Texas Red MLL mutant peptide, fluorescence polarization; active = well fitted inhibition curve with a large enough effect in the polarisation, with a control signal flat, not every such curve was filed as active; inconclusive = small, poorly fitted or top-dose-only effect, or effect the other way, or a change in a side signal; inactive = no such curve, though single readings can be large or run the other way; the % refers to the polarisation; note: potency is the fitted concentration of half-maximal effect; % of control where 0% means no effect; many of its hits are not listed in these tables
TSHR antag – Antagonists of the Thyroid Stimulating Hormone Receptor: HTS campaign; AID 504810, 2011; TSHR-expressing cells, TSH-stimulated cAMP HTRF, 2 h; active compounds read low; Thyrotropin receptor (Homo sapiens), P16473; activity change, negative = inhibition, % at 11.5 µM; 330,000 tested, 0.2% active;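 active = activity change below a set negative limit, meaning inhibition stronger than a set level, cut at about -70% in these data; inconclusive = activity change between two set negative limits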; note: % is set by controls: 0 for no effect and ±100 for the full control effect
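TSHR-expressing cells, 200/well, pre-treated with compound, then stimulated with EC80 TSH (4nM final) for 2 hours at 37 deg C. cAMP measured by competitive HTRF: anti-cAMP cryptate antibody in lysis buffer plus cAMP-d2, read after 30 minutes at room temperature.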
PKM2 act – qHTS Assay for Activators of Human Muscle isoform 2 Pyruvate Kinase. purified PKM2, Kinase-Glo ATP luminescence, activation; response scale: 0% is enzyme alone, no compound. 260,000 tested, 0.34% active. Potency, µM (top dose mostly 57.5 µM), without a hit: at the top dose activation, hits mostly activators. AID 1631, 2009; note: potency is the fitted concentration of half-maximal effect; % is set by controls: 0 for no effect and ±100 for the full control effect; nearly all actives have a fitted effect of over 55% in size
Target sequence (P14618 whole entry, looked up, canonical isoform): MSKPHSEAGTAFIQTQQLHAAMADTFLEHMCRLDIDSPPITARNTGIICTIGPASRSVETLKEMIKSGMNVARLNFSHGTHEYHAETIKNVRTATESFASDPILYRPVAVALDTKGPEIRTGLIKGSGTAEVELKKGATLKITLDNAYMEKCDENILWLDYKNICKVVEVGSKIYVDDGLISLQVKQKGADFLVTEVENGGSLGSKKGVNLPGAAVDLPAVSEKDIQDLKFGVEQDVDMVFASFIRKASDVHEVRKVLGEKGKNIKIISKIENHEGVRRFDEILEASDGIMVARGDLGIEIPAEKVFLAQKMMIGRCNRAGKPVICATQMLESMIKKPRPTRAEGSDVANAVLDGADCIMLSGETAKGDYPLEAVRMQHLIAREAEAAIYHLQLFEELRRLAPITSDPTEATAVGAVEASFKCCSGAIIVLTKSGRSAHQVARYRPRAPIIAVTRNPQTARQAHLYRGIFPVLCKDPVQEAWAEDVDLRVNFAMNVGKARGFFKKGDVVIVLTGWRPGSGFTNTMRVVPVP
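hPK-M2, >95% pure; 0.1 mM ADP / 0.5 mM PEP final; imidazole pH7.2 buffer w/ 7 mM MgCl2, 50 mM KCl; 1 h RT; Kinase-Glo lum. Intermediate enzyme activity for dual inhibitor/activator qHTS.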
USP2a block – qHTS Assay for Inhibitors of Ubiquitin-specific Protease USP2a Using CHOP2 as the Reporter; Ubiquitin carboxyl-terminal hydrolase 2 (Homo sapiens), O75604; USP2 core, Ub-CHOP2 coupled fluorogenic reporter, 485/531; Potency, µM (doses to about 38.3 µM), without a hit: top-dose activity change, negative = inhibition, most hits filed as inhibitors; 330,000 tested, 0.01% active;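 note: potency is the fitted concentration of half-maximal effect; plate controls were DMSO wells for no effect and full inhibition by NEM control for full effect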
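Cell-free coupled assay: 10nM USP2 core preincubated 30min RT with compound in Tris-HCl pH 8.0/CaCl2/CHAPS buffer, then 25nM Ub-CHOP2 and 25nM reporter substrate; fluorescence (Ex 485/Em 531) read after 60min RT, normalized to NEM inhibition, concentration-response curves fitted.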
The depositor's hits bear a star; u = inconclusive; x = not tested or not shown; [ ] = another dose, or the depositor's remark. Unless noted, calls come from the whole dose curve; as a rule, active = well fitted curve in the direction sought with a large enough effect; inconclusive = small, poorly fitted or top-dose-only effect, or another doubt; inactive = no such curve, though single readings can be large; an effect the other way counts as inactive or inconclusive.

Under each structure: KCNH2 WT inh | Chronic BCR inh | Eya2 inh | GALK inhibitor | MBNL1 CUG block | S-ASM inh | Mito fusion act | Menin MLL FP TR | TSHR antag | PKM2 act | USP2a block
> CC1(C)O[C@@H]2[C@H](O1)[C@@H](CO)O[C@H]2n1cnc2c(N)ncnc21
    -1 | 0% | 6% | x | x | 4% | -1% | x | 4 | x | 1%
> COC(=O)c1ccc(C(=O)OC)nc1
    3 | 1% | 1% | -2% | -1% | 2% | -1% | 5% | 13 | 3% | 0%
> Cc1ccc(NC(=O)CCc2ccc(S(=O)(=O)NC3CCCCC3)cc2)cc1
    -35 | u | 8% | x | -3% | -1% | 1% | 38%[activator] | -7 | 5% | 2%
> Cc1ccc(NC(=O)C(c2ccccc2)N2CCN(CC(=O)N3CCOCC3)CC2)cc1Cl (stereo not drawn)
    26 | u | 6% | x | x | -5% | -3% | x | 22 | x | 1%
> COc1ccc(N(CC(=O)Nc2cccc(N(C)S(C)(=O)=O)c2)S(C)(=O)=O)cc1OC
    -13 | -7% | -3% | -8% | 2% | 1% | 0% | 17% | 1 | 3% | 3%
> O=C(NN=C1CCCC1)c1n[nH]c2c1CCCC2
    -5 | u | 4% | 17% | 5% | 4% | -6% | -6% | 5 | -19% | 4%
> Cc1[nH]n(-c2ccccc2)c(=O)c1N=Nc1ccccc1C(=O)N1CCOCC1
    4 | 4% | 2% | x | 18%[11.5 µM] | -7% | u | -4% | -4 | -6% | 4%
> COCC(=O)Nc1ccc(N2CCOCC2)c(S(=O)(=O)Nc2ccccc2OC)c1
    15 | u | -12% | x | x | -11% | x | x | x | x | 3%
> C[C@H](CO)N1C[C@H](C)[C@@H](CN(C)C(=O)Nc2ccc3c(c2)OCO3)Oc2c(NC(=O)c3ccncc3)cccc2C1=O
    -5 | -1% | -28% | x | x | 2% | x | x | -7 | x | 5%
> CSc1ccc(Cl)c(C(=O)Nc2cc(S(=O)(=O)N3CCOCC3)ccc2N2CCOCC2)c1
    11 | u | 5% | x | x | -2% | x | x | -3 | x | 3%
> Cc1ccc(-c2nnc(-c3cccs3)o2)cc1
    -1 | u | 15% | 3% | 5% | 0% | 6% | 4% | 7 | 2% | 0%
> O=C(c1cc([N+](=O)[O-])ccc1Cl)N1CCN(c2ccccn2)CC1
    3 | -14% | -11% | 2% | u | 3% | 3% | -4% | 3 | -13% | 2%
> O=C(CS(=O)(=O)c1cn(Cc2ccc(Cl)cc2)c2ccccc12)N1CCCCC1
    5 | 4% | -28% | 0% | -9% | -6% | 0% | 7% | 5 | -3% | 1%
> O=C(NNS(=O)(=O)c1ccc(Cl)cc1Cl)c1cc2ncc(C(F)(F)F)cc2s1
    8 | 5% | -16% | -2% | x | -17% | -7% | x | -4 | -5% | -1%
> COc1cccc(Nc2ncccc2C(=O)NCc2ccccc2)c1
    6 | 15% | 14% | -4% | 5% | -5% | 26% | u | 2 | 7% | 3%
> Cc1ccc(Oc2nc3ccccn3c(=O)c2/C=C(\C#N)C(=O)NC2CCS(=O)(=O)C2)c(C)c1 (stereo not drawn)
    -8 | u | -1% | -5% | 18% | 12% | 4% | x | -3 | x | 6%
> COC(=O)c1ccccc1NC(=O)COc1ccc(S(=O)(=O)N2CCCC2)cc1C
    -3 | 0% | 13% | -2% | -7% | -7% | 3% | -8% | 8 | -14% | 5%
> Cn1nc(SCC(=O)O)sc1=S
    -1 | 3% | 6% | -1% | 4% | 0% | 2% | 0% | -3 | 3% | 0%
> C#CCOCCOCCOCCNc1nc(N2CCN(C(=O)[C@H](CCC(=O)O)n3cc([C@@H](N)CCCCN)nn3)CC2)nc(N2CCN(C(=O)[C@H](CCCCN)n3cc([C@@H](N)CC(N)=O)nn3)CC2)n1
    -2 | 1% | -31% | x | x | 2% | x | x | -3 | x | 3%
> O=C(N/N=C/c1cn(Cc2ccccc2)c2ccccc12)c1cc(O)cc(O)c1
    31 | u | -6% | -3% | 12% | u | -1% | u | 45 | 7% | -3%
> CCOC(=O)N1CCN(C(=O)C(C)c2ccc([N+](=O)[O-])cc2)CC1 (stereo not drawn)
    1 | 7% | 13% | 1% | u | 0% | 0% | -23% | -7 | -2%[11.5 µM] | 1%
> Cc1cc(C)cc(C(=O)NCC(=O)OCC(=O)N(C)C2CCS(=O)(=O)C2)c1 (stereo not drawn)
    1 | -6% | -9% | x | -5% | 1% | -3% | 5% | 4 | 5% | 0%
> COc1cccc(NC(=O)CSc2nnc3cc(C)nc(N)n23)c1
    -2 | u | -11% | 0% | 11% | -3% | -3% | 0% | 8 | 1.8µM* | 0%
> CCc1ccccc1N(C1=NCCCS1)S(=O)(=O)c1ccc(C(C)(C)C)cc1
    1 | 11% | -3% | -3% | -1% | -3% | -3% | -12% | 6 | -4% | -3%
> O=C(C1CCC(=O)N(C2CC2)C1)N1CCC(Oc2ccccc2F)CC1 (stereo not drawn)
    4 | 0% | -10% | 1% | 1% | 4% | 0% | -1% | 2 | 2% | 2%
> CCc1ccc(NC(=O)NCc2ccc3c(c2)OCO3)cc1
    27 | u | -2% | 3% | -9% | 7% | -2% | u | -5 | 1% | 3%
> O=C(Cn1cnc2ccccc21)OCC(=O)N1CCCc2ccccc21
    -13 | 4% | -5% | -4% | 0% | -13% | 2% | 1% | 24 | 1% | -1%
> CC(C)Oc1ccc(Cc2n[nH]c(=S)n2Cc2ccccc2)cc1Cl
    5 | 1% | -7% | 3% | -4% | -2% | -1% | -20% | -4 | 7% | 2%
> CC(NC(=O)CCC(=O)N1CCN(S(=O)(=O)c2ccc(Cl)cc2)CC1)c1ccccc1 (stereo not drawn)
    6 | 1% | 0% | -3% | -14% | 4% | -2% | -4% | 12 | -8% | 0%
> C=CCNC(=S)NC(=O)c1ccc(C)c(Br)c1
    -12 | -26% | -5% | 0% | -6% | -4% | 7% | -1% | 4 | -1% | 0%
> CCN(CC)CCn1c(NCc2ccc3c(c2)OCO3)nc2ccccc21
    19 | u | -3% | 8% | -18% | 1% | 1% | -3% | -9 | -1% | 1%
> COc1ccc(CN(CC(O)COc2cccc3[nH]cc(C)c23)C(C)(C)C)cc1 (stereo not drawn)
    13 | 0% | 4% | -2% | -5% | 2% | u | -18% | -4 | x | 1%
> CCOc1ccc(NC(=O)CN2C(=O)COc3ccc(S(=O)(=O)N4CCCC4)cc32)cc1
    -9 | 0% | 3% | -6% | -1% | -1% | -2% | x | -5 | x | 6%

Arranged by value in TSHR antag (descending): 3 of the compounds above
smiles	TSHR antag
COc1cccc(NC(=O)CSc2nnc3cc(C)nc(N)n23)c1	8
CCc1ccccc1N(C1=NCCCS1)S(=O)(=O)c1ccc(C(C)(C)C)cc1	6
CCN(CC)CCn1c(NCc2ccc3c(c2)OCO3)nc2ccccc21	-9

Not all compounds are listed; count on the stated rates, not on these rows.
